# P. falciparum M17LAP – P. falciparum M17LAP inhibitors, primary screen, biochemical, fluorogenic H-Leu-NHMec substrate, 1536-well (AID 1619) | inhibition, % at 30 µM; hits with a dose series show IC50 in µM | 220,000 tested, 0.38% active | recombinant M17LAP, H-Leu-NHMec fluorogenic kinetic assay; higher % means a stronger effect;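 active = compound inhibiting the enzyme by more than half at any dose during confirmatory dose-response retesting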;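 also: plate controls were full reaction with DMSO carrier for no effect and no enzyme background for full effect; strong numbers were not always called active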
# UTI89 phage lysis – inhibition of K1F phage lysis, E. coli UTI89, bacterial capsule biogenesis inhibitors, alamar blue (AID 488966); E. coli UTI89 K1F phage lysis, alamar blue, 2 h; higher % means a stronger effect; inhibition, % at 100 µM, or IC50 in µM where a hit was titrated; 340,000 tested, 0.02% active;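 active = phage lysis inhibition, versus mean bacterial control, above a set limit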;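 also: capsule biogenesis inhibitors block K1F phage lysis so surviving cells raise fluorescence; higher fluorescence means more inhibition of phage lysis; actives were called in the ten point dose series up to 300 µM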
# bCat nuc transl – alters nuclear translocation of beta-catenin in HeLa cells; 190,000 tested, 0.3% active; immunofluorescence imaging; AID 1665; nuclear translocation activity, % at 5 µM;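 active = nuclear translocation activity above 50% at 5 µM, with a well cell count of 50 or more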;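 also: per-cell ratio of nuclear to cytoplasmic median beta-catenin stain intensity; plate controls were DMSO negative control for no effect and GSK-3 inhibitor IX positive control for full effect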
#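 Assay system: human HeLa cells, native beta-catenin; doses: 5 µM primary, 0.02–20 µM confirmation; incubation: compound treatment 24 h, 37°C, 5% CO2; technique: fluorescence imaging of beta-catenin antibody stain plus DAPI; measure: % activation, nuclear-to-cytoplasmic median beta-catenin signal ratio per cell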
# MT stabilizer – microtubule stabilization, imaging screen | HeLa tubulin immunostaining HCS, 24 h; share of cells brighter than vehicle mean+2SD | % tubulin-high responders, % at 10 µM | 200,000 tested, 0.83% active | AID 2205;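 active = plate Z-score above 3 for both tubulin-high and condensed-nucleus cell shares, with cell loss under 80%, at 10 µM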;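 also: anti alpha tubulin signal scored within the nucleus-defined area of each cell; some results filed as inactive read as strong as hits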
# Insulin prom up – MIN6 insulin promoter up-regulation. MIN6 insulin promoter-GFP reporter, high-content imaging; hits give high values. z-score at 5 µM. 190,000 tested, 0.3% active;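 active = z-score above 3 at 5 µM with at least 500 cells counted in the well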
# Dynein cargo inh – dynein cargo transport inhibition | 3617.4 mouse cells, GR-EGFP nuclear translocation imaging; test concentration mostly 20 µM; stimulated with dexamethasone, 1 µM; hits give low values | z-score, hits read low | AID 1381 | 220,000 tested, 0.47% active;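 active = plate z-score of nuclear minus cytoplasmic receptor signal below a set negative limit, without overly bright fluorescence or cell loss, cut at about -3.5 in these data, passing the limit was not always enough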;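 also: z-score of nuclear minus cytoplasmic ring GR-EGFP intensity difference per well; some compounds called inactive have numbers as strong as hits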
#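 Buffer or medium – tet-free medium with charcoal-stripped serum · Signal – automated 10x imaging of fixed Hoechst-stained cells · Also added – dexamethasone agonist, 1.0 µM final, for 30 min · Incubation – induction 48 h, compound 1 h, agonist 30 min · Read-out – GR-EGFP nuclear translocation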
# ER stress rescue – protection against thapsigargin-triggered cell killing – 384-well, CSM14.1, ATP luminescence, primary screen (AID 1222); CSM14.1 thapsigargin-induced death rescue, ATP luminescence; higher % means a stronger effect; 190,000 tested, under 10 active; cellular ATP content (survival), % at 20 µM; hits with a dose series show EC50 in µM;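 active = EC50 below 50 µM in the dose-response confirmation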;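 also: death triggered by thapsigargin at about 15 µM added after 2 h compound pretreatment; cell ATP read after overnight thapsigargin exposure of roughly 18 to 22 hours; normalized against plate controls of thapsigargin alone and 5% DMSO vehicle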
# Autophagy HCS – autophagy modulation, high-content screen; AID 463193; MEF GFP-LC3 puncta imaging; test concentration mostly 10 µM; 190,000 tested, 0.98% active; calls only at 10 µM (by protocol);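 active = percentage of spot-positive cells more than 3 SD above its plate mean, without a fluorescence outlier flag or 80% toxicity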;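 also: spot-positive cell cutoff set from DMSO-treated cells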
# P. falciparum M1AAP – P. falciparum M1AAP inhibitors, biochemical, fluorogenic H-Leu-NHMec substrate, 1536-well (AID 1445); recombinant M1AAP, H-Leu-NHMec fluorogenic kinetic assay; higher % means a stronger effect; inhibition, % at 30 µM; hits with a dose series show IC50 in µM; 220,000 tested, 0.42% active;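 active = primary inhibition above the hit cutoff, then over 50% inhibition at one or more dose response concentrations, cut at about 23% in these data, passing the limit was not always enough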;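 also: plate controls were DMSO full reaction for no effect and no enzyme background for full effect; strong numbers were not always called active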
# Dynein cargo inh cytoplasmic EGFP – further read-out of Dynein cargo inh, marked with its call; z-score; measured here: cytoplasmic GR-EGFP intensity; hits give high values
# Dynein cargo inh nuclear GR-EGFP – further read-out of Dynein cargo inh, marked with its call; z-score; measured here: nuclear GR-EGFP intensity;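 lower value marks the stronger effect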
# Dynein cargo inh cell count – also measured in Dynein cargo inh; calls as there; z-score; measured here: cell count per field
# Insulin prom up cell count – further read-out of Insulin prom up, marked with its call; cell count; measured here: cytotoxicity, nuclei count;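 total cells summed across four imaged fields per well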
# bCat nuc transl cell count 5 µM – recorded beside bCat nuc transl, whose call it bears; cell count; measured here: cell count, cytotoxicity flag
# MT stabilizer Hoechst-high % – further read-out of MT stabilizer, marked with its call; % Hoechst-high responders; measured here: nuclear condensation Hoechst responders;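 share of cells brighter than vehicle mean plus two SD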
# MT stabilizer cytotoxicity % – recorded beside MT stabilizer, whose call it bears; toxicity, %; measured here: cytotoxicity by cell density;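 0% = mean cell density of plate MIN control wells and 100% = no cells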
# Autophagy HCS cell loss 18 h – also measured in Autophagy HCS; calls as there; toxicity, %; measured here: cell loss, nuclei count;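 cell loss after 18 h compound exposure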
# Numbers without * were called inactive; i = inactive; x = no result given; + = active, no number; [ ] = another dose, or the depositor's remark.
mol,Insulin prom up,MT stabilizer cytotoxicity %,bCat nuc transl,ER stress rescue,P. falciparum M17LAP,Dynein cargo inh,UTI89 phage lysis,MT stabilizer,bCat nuc transl cell count 5 µM,P. falciparum M1AAP,Insulin prom up cell count,Autophagy HCS cell loss 18 h,Dynein cargo inh cytoplasmic EGFP,Autophagy HCS,MT stabilizer Hoechst-high %,Dynein cargo inh nuclear GR-EGFP,Dynein cargo inh cell count
COc1ccc2oc(-c3ccccc3[N+](=O)[O-])cc(=O)c2c1,0.21,44*,18,-1.8%,-2%,-0.22,0.2%,16*,311,16%,1411,-5,-0.22,i,24*,0.1,-0.41
C/C(N)=C(/C#N)C(=O)CSc1nc2scc(-c3ccccc3)c2c(=O)n1C,1.1,7.0,-3.1,-0.2%,13%,-0.32,0.4%,2.3,1222,10%,1403,15,-0.19,i,0.4,-0.29,0.97
O=C(CCC(=O)Nc1ccc(Br)cc1)N/N=C/c1cc([N+](=O)[O-])ccc1O,0.11,6.6,0.3,-1.0%,-3%,0.99,0.1%,1.4,1020,14%,1020,-1,-0.26,i,2.0,0.046,-1.3
CC(C)(C)NC(=O)C1Cc2ccccc2CN1C(=O)Nc1cccc(Cl)c1 (stereo unspecified),0.22,9.8,0.1,0.8%,-11%,-0.73,0.6%,0.6,1405,0%,1458,5,-0.032,i,1.2,-0.38,0.66
Cc1ccccc1C(=O)OC1OC(=O)C(Cl)=C1N1CCOCC1 (stereo unspecified),0.48,1.3,0.5,-2.5%,-8%,-1.4,1.3%[50 µM],4.9,992,6%,1386,7,-0.13,i,2.4,-0.58,1.7
CCOc1ccccc1NC(=O)c1cccc(NC(=O)C(C)C)c1,-0.67,0.8,-3.2,-1.9%,-2%,-0.9,0.6%,3.6,1089,1%,1486,-39,-0.28,i,2.0,-0.39,0.79
COc1ccc(/C=C/C(=O)Nc2cc(C)on2)cc1,0.6,9.8,-2.8,-1.2%,9%,-0.75,3.6%,3.5,496,2%,1395,-1,-0.13,i,3.6,0.15,0.6
COc1ccc(NC(=O)c2ccc(-c3ccccc3)cc2)cc1NS(=O)(=O)c1ccc(F)cc1,-2.7,14,3.7,1.6%,7%,-0.48,2.6%,0.9,1080,0%,664,-19,-0.23,i,1.3,0.036,-0.31
Cc1ccc(F)cc1NC(=O)N1CCCN(C(=O)OC(C)(C)C)CC1,-0.1,x,0.7,x,-10%,1.3,-1.5%,x,1282,7%,1039,x,-0.22,x,x,0.96,-0.81
COC(=O)c1sccc1NC(=O)CSc1ccccc1NC(=O)CNC(C)C,-0.44,1.0,-1.0,-2.3%,-5%,-0.11,0.2%,3.3,1034,0%,1572,-30,-0.29,i,1.9,-0.02,0.53
S=C(Nc1ccccc1Cl)NC1CCC(NC(=S)Nc2ccccc2Cl)CC1 (stereo unspecified),0.42,2.9,1.1,-0.1%,-1%,-0.026,0.2%,3.0,1178,3%,1407,1,-0.33,i,2.6,0.14,0.62
Cc1cc(C)nc(NC(=O)c2ccc(Cl)cc2[N+](=O)[O-])c1,0.7,3.7,-0.3,-1.0%,-11%,-0.51,4.5%,2.0,980,1%,1491,7,-0.25,i,3.4,-0.48,0.56
O=C(/C=C/c1ccc2c(c1)OCO2)NCC1CCCO1 (stereo unspecified),-0.4,3.5,-1.4,-0.6%,13%,-0.2,1.8%,1.1,1093,9%,1363,29,-0.22,i,2.4,-0.25,-0.16
O=C(Cc1cc(=O)[nH]c(=O)[nH]1)N1CCN(C(=O)c2ccco2)CC1,-0.21,8.1,4.5,3.4%,-7%,-1.7,0.2%,2.9,923,1%,1193,-17,-0.19,i,1.4,-0.78,0.69
CCCCN(C(=O)CSc1nnc(-c2ccco2)o1)c1c(N)n(Cc2ccccc2)c(=O)[nH]c1=O,-0.78,x,-2.8,x,-1%,-0.88,0.1%,x,1193,3%,1421,x,-0.23,x,x,-0.28,-0.015
CC(c1nnc(SCn2nnc3ccccc3c2=O)n1-c1ccc(Cl)cc1)N(C)C (stereo unspecified),0.01,4.3,-3.1,-1.1%,2%,0.85,0.2%,2.6,973,-9%,1293,18,-0.24,i,1.9,0.63,1.4
O=C(CC1Sc2ncnn2C1=O)Nc1ccc(Br)cc1 (stereo unspecified),-0.04,13,-1.6,-2.0%,18%,-3.6*,-7.1%,2.3,1130,1%,1914,-16,0.57*,i,3.0,-1.1*,0.011*
CN(Cc1ccccc1)C(=S)NC(=O)c1ccccc1,-0.28,6.9,0.4,0.4%,4%,0.18,2.4%,5.2,1091,4%,1118,-2,-0.22,i,2.6,0.41,-0.019
CC(C)C(NC(=O)c1ccccc1)c1nnc(SCC(=O)Nc2nccs2)n1C (stereo unspecified),0.79,4.5,-3.1,-1.0%,8%,-1,0.3%,2.8,1406,7%,1483,-8,-0.24,i,1.3,-1.1,1
O=C(c1ccc(Br)cc1)c1cc([N+](=O)[O-])ccc1N1CCOCC1,0.28,54*,6.7,-2.2%,2%,-1.1,0.1%,16*,821,7%,1122,29*,-0.14,+,42*,-0.24,0.64
COc1cccc(N2C(=O)C3CCCN3C2c2ccc(F)cc2)c1 (stereo unspecified),0.04,8.8,-1.0,-0.5%,3%,0.61,0.6%,2.2,881,2%,1207,-1,-0.38,i,2.6,0.17,-0.025
CN1CCN(C(=O)Nc2ccccc2)CC1,-0.02,4.9,1.0,0.0%,0%,0.34,0.5%,3.4,1439,4%,1472,-2,-0.39,i,2.4,-0.47,0.68
CC1CC(C)CN(C(=O)CCNS(=O)(=O)c2cccs2)C1 (stereo unspecified),0.17,7.8,-2.5,3.3%,-4%,0.006,-0.3%,2.9,574,-4%,1462,12,0.037,i,1.8,0.65,-1.3
CC1CCc2nn(CC(=O)NCCN3CCCCC3C)cc2C1 (stereo unspecified),-2.1,4.8,1.2,x,4%,-0.27,5.0%,2.9,1067,3%,1534,x,-0.27,x,2.6,-0.065,0.37
CC(C)(C)NC1=CC(=O)OC12CCCCC2,-1.3,1.3,-1.0,2.7%,-3%,0.43,0.5%,5.5,997,4%,1242,-15,-0.33,i,3.2,0.22,0.07
COC(=O)C1CCN(C(=O)Cc2ccc(C)cc2)CC1,0.25,4.1,x,-0.3%,4%,-0.13,-1.3%,1.5,x,3%,703,1,0.11,i,1.4,0.27,0.13
Cc1ccc(-c2noc(CCC(=O)NCCCN3CCN(c4cccc(Cl)c4)CC3)n2)cc1,-1.7,4.2,-2.2,-1.9%,9%,2.6,0.1%,3.0,785,1%,952,-4,0.57,i,1.7,1.7,-3.8
O=C(C1=C[C@H](c2ccccc2)C[C@H](OCCCCO)O1)N1CCN(Cc2ccc3c(c2)OCO3)CC1,-0.36,5.4,-0.1,3.9%,-1%,0.39,2.2%,4.3,1104,-6%,1420,6,-0.26,i,1.8,0.65,-0.76
CCc1ccccc1NS(=O)(=O)c1ccc2[nH]cc(C(=O)NC3CCCC3)c(=O)c2c1,-0.37,2.0,-3.3,-2.6%,-12%,-0.12,-2.2%[50 µM],5.1,601,9%,1205,2,-0.27,i,4.0,0.97,-0.4
O=C(NCCc1ccccc1)c1cc2ncc(Br)cn2n1,0.31,3.6,-1.8,-3.9%,-7%,1.4,-0.1%,2.4,1040,-4%,1196,-5,-0.23,i,2.4,-0.057,-0.097
Oc1ccc(-c2csc(NCc3ccco3)n2)cc1,0.38,0.5,9.1,2.9%,45%,-1.4,5.8%,5.0,923,8%,886,15,-0.077,i,1.6,-0.79,0.89
CC(=O)c1c(C)[nH]c(C(=O)CSc2nnc(CN3CCCCCC3=O)n2-c2ccccn2)c1C,x,9.1,-2.7,1.5%,6%,-0.69,-0.7%,2.1,1241,0%,x,7,-0.22,i,0.9,-0.42,0.93
Cc1c(-c2c(C#N)c(N)nc3c2CCCCCC3)cnn1C,0,1.6,0.7,2.1%,-24%,1,-1.1%,3.7,1376,5%,1565,11,-0.21,i,2.2,1,-0.11
CCn1c(COc2cccc3ccccc23)nnc1SCC(N)=O,-0.7,6.9,x,-3.4%,8%,0.3,0.1%,3.1,x,4%,1232,-7,-0.25,i,1.3,-0.55,1.6
COc1ccc(C2NC(=O)C(C)S2)cc1 (stereo unspecified),0.04,3.2,-1.4,9.9%,0%,1.3,-0.7%,3.5,1234,21%,1053,6,-0.23,i,2.7,0.7,-0.32
Cc1ccc(F)cc1NC(=O)c1cccc(N(C)C)c1,0.55,12,-2.3,1.3%,0%,2.2,-0.5%,4.4,934,7%,1159,-40,0.063,i,3.3,1.5,-3.2

# Rewritten with two lines to a compound: 2 of the compounds above
# Values run as follows: Insulin prom up | MT stabilizer cytotoxicity % | bCat nuc transl | ER stress rescue | P. falciparum M17LAP | Dynein cargo inh | UTI89 phage lysis | MT stabilizer | bCat nuc transl cell count 5 µM | P. falciparum M1AAP | Insulin prom up cell count | Autophagy HCS cell loss 18 h | Dynein cargo inh cytoplasmic EGFP | Autophagy HCS | MT stabilizer Hoechst-high % | Dynein cargo inh nuclear GR-EGFP | Dynein cargo inh cell count
- COc1ccc(C2NC(=O)C(C)S2)cc1 (stereo unspecified)
  0.04 | 3.2 | -1.4 | 9.9% | 0% | 1.3 | -0.7% | 3.5 | 1234 | 21% | 1053 | 6 | -0.23 | i | 2.7 | 0.7 | -0.32
- Cc1ccc(F)cc1NC(=O)c1cccc(N(C)C)c1
  0.55 | 12 | -2.3 | 1.3% | 0% | 2.2 | -0.5% | 4.4 | 934 | 7% | 1159 | -40 | 0.063 | i | 3.3 | 1.5 | -3.2
